Pf growth 48h = P. falciparum growth inhibition at 48 hours (one generation) | Potency, µM (titrated, usually from 28.7 µM), for inactives: at the highest dose activity change, negative = inhibition, most hits filed as inhibitors | hit rate 5.9% among 310,000 | P. falciparum luciferase growth in erythrocytes, 48 h; also: potency is read from the fitted curve at half-maximal effect; % is scaled to controls: 0 for no effect and ±100 for the full control effect
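Here the parasites carry a stable luciferase gene and grow inside erythrocytes in Albumax-based RPMI medium with compound for one erythrocytic cycle. Activity is scored as loss of luminescent signal.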
Pf growth 96h = inhibits malaria parasite growth, 96 h | P. falciparum luciferase reporter growth, 96 h | Potency, µM (highest dose often 28.7 µM), for the others: at the highest dose activity change, negative = inhibition, hits mostly inhibitors | hit rate 6.9% among 320,000; also: potency is read from the fitted curve at half-maximal effect; % is scaled to controls: 0 for no effect and ±100 for the full control effect
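P. falciparum expressing integrated firefly luciferase grown in erythrocytes (2% hematocrit, 0.05% parasitemia final) with compounds for 96 hours at 37 C, 5% CO2. Growth inhibition read as loss of luminescence after adding luciferase detection reagent.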
Cycloheximide cs = counter-screen for Shiga toxin inhibitors: cycloheximide protein synthesis inhibition | cell reporter, cycloheximide protein synthesis inhibition counterscreen | max response, % | hit rate 12% among 300,000; in the data active = max response mostly above about 13%, no sharp cut-off; inactive = mostly below about 14%; also: read at 38.3 µM for the half of the compounds with a filed dose; 0% is about no effect
Shiga toxin inh = blocks Shiga toxin action in Vero cells. Vero cells, Shiga toxin protein synthesis inhibition reporter. inhibition, % at 38.7 µM. hit rate 9.2% among 290,000; in the data active = inhibition mostly above about 28%, no sharp cut-off; inactive = mostly below about 43%; also: 0% is about no effect
TbPYK inhibitor = inhibitors of Trypanosoma brucei pyruvate kinase | Q57TT1 | hit rate 0.12% among 410,000 | AID 624173 | Potency, µM (series often up to 76.8 µM), for inactives: top-dose activity, negative = inhibition, most hits filed as inhibitors | TbPYK enzyme, Kinase-Glo Plus ATP luminescence, 45 min; also: potency is read from the fitted curve at half-maximal effect; % is scaled to controls: 0 for no effect and ±100 for the full control effect; nearly all actives have a fitted effect of over 50% in size
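In this concentration-response screen, enzyme-free wells defined baseline while DMSO plates tracked drift. Each reaction combined TbPYK, substrate, compound and 130 uM ADP for 45 min at room temperature. Kinase-Glo Plus luminescence gave the signal.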
HCV inh = blocks hepatitis C virus; Huh7.5.1 HCVcc-Cre infection, luciferase reporter, 44 h; hit rate 3.4% among 340,000; Potency, µM (series often up to 41.8 µM), for the others: at the top dose activity change, negative = inhibition, usual class: inhibitors; AID 651820; also: potency is read from the fitted curve at half-maximal effect; % is scaled to controls: 0 for no effect and ±100 for the full control effect
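Compounds are dispensed onto cells plated 4 h earlier at 1,000 per well, with HCVcc-Cre virus (about 0.5 moi) added next. Following 44 h of culture, luminescent signal is measured for 15 sec after 15 min with substrate at room temperature.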
LmPK inhibitor = blocks Leishmania mexicana pyruvate kinase activity; Q27686; purified LmPK, Kinase-Glo ATP luminescence, 1 h; Potency, µM (highest dose often 57.5 µM), for inactives: at the highest dose activity change, negative = inhibition, actives largely listed as inhibitors; hit rate 0.37% among 290,000; AID 1721; also: potency is read from the fitted curve at half-maximal effect; % is scaled to controls: 0 for no effect and ±100 for the full control effect
Target sequence (Q27686 whole entry, looked up): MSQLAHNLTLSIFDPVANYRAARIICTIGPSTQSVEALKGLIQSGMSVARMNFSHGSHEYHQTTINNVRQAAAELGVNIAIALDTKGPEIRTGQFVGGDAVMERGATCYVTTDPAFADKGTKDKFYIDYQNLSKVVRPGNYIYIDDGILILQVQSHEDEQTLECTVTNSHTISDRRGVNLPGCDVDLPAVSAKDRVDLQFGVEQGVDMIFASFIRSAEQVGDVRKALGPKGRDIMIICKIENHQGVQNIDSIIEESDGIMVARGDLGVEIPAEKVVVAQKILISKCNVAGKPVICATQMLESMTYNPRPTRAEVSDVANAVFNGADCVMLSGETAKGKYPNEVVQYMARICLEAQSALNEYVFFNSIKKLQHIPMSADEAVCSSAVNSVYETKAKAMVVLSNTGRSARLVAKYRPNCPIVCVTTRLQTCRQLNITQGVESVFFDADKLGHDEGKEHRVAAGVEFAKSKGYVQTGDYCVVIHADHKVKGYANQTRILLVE
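Screened at intermediate enzyme activity to detect both inhibitors and activators: LmPK at 0.1 nM, with a 0.5 nM enzyme column as activation reference. PEP 0.5 mM, ADP 0.1 mM; ATP detected by luminescence after 1 h.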
Numbers without * were called inactive; ? = inconclusive; nt = no result given; [ ] = another dose, or the depositor's remark. Unless noted, calls follow the shape of the dose curve; as a rule, active = well fitted curve in the direction sought with a large enough effect; inconclusive = small, poorly fitted or top-dose-only effect, or another doubt; inactive = no such curve, though single readings can be large; an effect the other way counts as inactive or inconclusive.

canonical_smiles | Pf growth 48h | Pf growth 96h | Cycloheximide cs | Shiga toxin inh | TbPYK inhibitor | HCV inh | LmPK inhibitor
C/C(=N\N=C(N)N)c1cccc([N+](=O)[O-])c1 | 7% | ? | -5 | -2 | -11% | 0% | -1%
CCCCn1c(=O)n(CC(=O)NCc2ccc(C)cc2)c(=O)c2c1nc(CO)n2CCC | ? | 4.1µM* | 11 | -10 | -7% | -21% | -9%
Cc1occc1C(=O)Nc1ccc(Br)cc1F | nt | 112%[activator] | 51* | 52* | -8% | -6% | -14%
O=C(c1ccccc1Oc1ccccc1)N1CCN(c2ccccc2F)CC1 | nt | ? | 0 | -9 | -7% | -7% | -1%
CCCc1nn(-c2cc(Cl)ccc2OC)c2c1C(=O)CC(C)(C)C2 | nt | -35% | -5 | -7 | 1% | -27% | 6%
O=C(O)c1ccc(S(=O)(=O)N2CCc3ccccc3C2)cc1 | -9% | 9.3µM* | -1 | -15 | -3% | 14% | -1%
CCCCOc1ccc(C(=O)N=c2sccn2C)cc1OC | 87%[activator] | 69%[activator] | 44* | 65* | -16% | -12% | 4%
Cc1ccnc(S(=O)(=O)Cc2ccc([N+](=O)[O-])cc2)n1 | 5%[0.00184 µM] | ? | -1 | -4 | 8% | -7% | -5%
Cn1c2ccccc2c2c(C(=O)N3CCC4(CC3)OCCO4)cn(C3CCCC3)c(=O)c21 | nt | 0% | -2 | -9 | -1% | -4% | 10%
Cn1c(-c2cc(Br)ccc2O)n[nH]c1=S | 17% | nt | -2 | -4 | ? | 10% | 2%
Cn1cc(C(=O)N2CCc3ccccc3C2)c(=O)c2cc(S(=O)(=O)N3CCOCC3)ccc21 | -14% | ? | 3 | -9 | 2% | 9% | -1%
CC1(C)CNC(=O)c2sc(NC(=O)c3ccccc3)nc2C1 | 56%[activator] | ? | 51* | 109* | -9% | -24% | -3%
COc1ccc(-c2csc(NC3OC(=O)c4c3ccc(OC)c4OC)n2)cc1OC (stereo unspecified) | -6% | ? | 12* | 12 | -18% | -77% | 7%
COc1ccc(C2=NN(C(C#N)c3ccc(OC)cc3)C(c3ccccc3)C2)cc1 (stereo unspecified) | 63%[activator] | 71%[activator] | 33* | 83* | -16% | ? | -6%
COc1cc(S(=O)(=O)n2cnc3ccccc32)ccc1Br | 48%[activator] | 1% | -3 | nt | 3% | 11% | 1%
CCN(CC)c1ccc(C=Nc2ccccc2)c(O)c1 | ? | ? | 5 | 35 | 6% | -6% | -6%
N#CCSc1ccccc1NC(=O)CN1C(=O)C2CC=CCC2C1=O (stereo unspecified) | -1% | 2% | nt | nt | -7% | -6% | nt
O=C1C(=Cc2ccc(Br)o2)C(=O)c2ccccc21 | 3% | 0% | 30* | -3 | -12% | 3% | -25%
CCC(CC)C(=O)Nc1cccc(C(=O)N2CCCC2)c1 | -8% | 8.3µM* | 18 | 16 | -2% | 4% | -11%
CSCCC(NC(=O)COc1ccccc1)C(=O)OCCOc1ccc(C)cc1 (stereo unspecified) | -14% | -5% | nt | nt | 2% | 7% | nt
Cc1occc1C(=O)Nc1ccccc1C(=O)O | 10% | 126%[activator] | 20* | 48 | 0% | 16% | -8%
S=c1[nH]nc2nnc3ccccc3n12 | 5% | 11% | 11 | 20 | ? | 6% | ?
CCOC(=O)Nc1ccc(C(=O)/C=C/c2ccccc2)cc1 | 3% | ? | 22* | 29 | -2% | -11% | -5%
COc1cc(OC)c(OC)cc1CN(C)CC1CCCN(CCc2ccccc2F)C1 (stereo unspecified) | ? | 0% | 1 | -2 | -9% | 14µM* | 1%
Cc1c(C(=O)O)oc2c1C(=O)CC(C)(C)C2 | -6% | 36%[activator] | -3 | 32 | 0% | 18% | 1%
Cc1ccc2nsnc2c1S(=O)(=O)N(CCO)Cc1cc2cc3c(cc2[nH]c1=O)OCCO3 | -3% | nt | -4 | -16 | -1% | 10% | 6%
CC(=O)NCCc1cc2ccc(C)cc2[nH]c1=O | 19% | nt | -1 | -2 | 0% | -4% | -1%
O=C(CN1C(=O)NC2(CCCC2)C1=O)OCCOc1cccc(Br)c1 | 18% | 0% | nt | nt | -7% | 11% | nt
O=C(NCCn1cccn1)C1CCC(=O)N(CCc2ccc(Cl)cc2)C1 (stereo unspecified) | 4% | 0% | -1 | -4 | 0% | 19% | -4%
O=C(Cc1cccs1)Nc1ccc(F)c(F)c1 | 9% | ? | -2 | -4 | -11% | 3% | 3%

Next part; it opens with the three that closed the last part.
canonical_smiles | Pf growth 48h | Pf growth 96h | Cycloheximide cs | Shiga toxin inh | TbPYK inhibitor | HCV inh | LmPK inhibitor
O=C(CN1C(=O)NC2(CCCC2)C1=O)OCCOc1cccc(Br)c1 | 18% | 0% | nt | nt | -7% | 11% | nt
O=C(NCCn1cccn1)C1CCC(=O)N(CCc2ccc(Cl)cc2)C1 (stereo unspecified) | 4% | 0% | -1 | -4 | 0% | 19% | -4%
O=C(Cc1cccs1)Nc1ccc(F)c(F)c1 | 9% | ? | -2 | -4 | -11% | 3% | 3%
CCn1nc(NC(=O)CC(C)C)c2cc3ccc(C)cc3nc21 | -6%[0.00184 µM] | ? | 10 | -12 | -1% | ? | 1%
CCC1(CC)NC(=O)N(Cc2nc3ccccc3s2)C1=O | 2% | -14% | 20* | 27* | -7% | 9% | 0%
O=C(CS(=O)(=O)c1ccccc1)N(CCCN1CCOCC1)c1nc2c(F)cccc2s1 | -28% | -9% | nt | nt | -4% | -2% | nt
CCCN1CCN(C(=O)CCCn2c(C)c3cnn(-c4ccccc4)c(=O)c3c2C)CC1 | nt | ? | -7 | -11 | -1% | 9% | 6%
CCCN(CCC)S(=O)(=O)c1ccc(NC(=O)C2CCCO2)cc1 (stereo unspecified) | ? | 9.3µM* | -3 | 0 | -19% | -2% | 1%
CC(C)n1nc(C(=O)NCc2ccc3c(c2)OCO3)c2ccccc2c1=O | 13% | ? | 3 | -5 | 1% | ? | -2%
O=C(Nc1ccc(Cl)cc1)C1CCCN(c2ncnc3c2nc2n3CCCCC2)C1 (stereo unspecified) | ? | ? | -3 | -3 | -9% | ? | 1%
COC(=O)c1ccc(NC(=O)Nc2ccc3c(c2)nc(C)n3C)cc1 | ? | 19% | 15* | 68* | 8% | -26% | 5%
CC(Sc1nc(-c2ccccc2)cc(=O)[nH]1)C(=O)O (stereo unspecified) | 7% | nt | -1 | -28 | -3% | -7% | 5%
CC(C)(C)OC(=O)NCCCCCNC(=O)c1[nH]cnc1C(=O)N[C@@H](Cc1ccccc1)C(=O)OCc1ccccc1 | 8.3µM* | 12µM* | -3 | -7 | -2% | 21% | 2%
CCOC(=O)Cc1csc(NC(=O)/C=C/c2cccc(Br)c2)n1 | 9.3µM* | -24% | 12 | 21 | -2% | 11µM* | 21%
O=C(NC1CCCCC1)c1ccc(CS(=O)(=O)Cc2ccccc2F)o1 | 16% | ? | 20* | 68* | 1% | 21% | 1%
COc1ccc(Nc2nccc(-c3ccc(C#N)cc3)n2)cc1 | -19% | 5.9µM* | 8 | -12 | 15% | -22% | -1%
CC(=O)/C(CN1CCCCC1)=N\O | 2% | nt | 1 | 12 | 10% | 16% | 0%
Cc1ccc(NS(=O)(=O)c2ccc(CCC(=O)NC3CC3)cc2)cc1 | -24% | nt | -2 | -18 | -2% | -8% | 4%
COc1ccccc1CNCC(=O)Nc1ccc(N(C)C)cc1 | 109%[activator] | 100%[activator] | 50* | 111* | 7% | 15% | 1%
CCC(=O)NNC(=O)CSc1nnc(-c2ccccc2)c(-c2ccccc2)n1 | -6% | -16% | -3 | nt | -6% | -30% | 1%
CCC(NC(=O)C1CCC1)c1ccccc1 (stereo unspecified) | -17% | 12% | 0 | -10 | 1% | 13% | 10%
COc1cc(OC)c(C(=O)NC2CCCc3ccccc32)cc1OC (stereo unspecified) | -26% | ? | -2 | -9 | 0% | -2% | 7%
CCOc1ccccc1C(=O)NCC(=O)NCCCSc1ccccc1 | -7% | -1% | 10 | 16 | 7% | -9% | -3%
CC(OC(=O)c1cc(Br)ccc1O)C(=O)NC1(C#N)CCCCC1 (stereo unspecified) | 6% | 5% | nt | nt | -4% | ? | nt
O=C(CSc1nc(=O)n2ccccc2n1)NCCc1ccccc1 | ? | 12% | nt | nt | -4% | 16% | nt
O=C(NNc1c2ccccc2nc2ccccc12)C(O)c1ccccc1 (stereo unspecified) | ? | 0.41µM* | 12 | 10 | -1% | ? | 3%
CC1CCN(C(=O)NC(=O)c2ccccc2)CC1 | 25% | ? | -1 | 31 | 9% | 14% | -4%
CSc1ccccc1NC(=O)C1CC(c2c(F)cccc2Cl)=NO1 (stereo unspecified) | 41%[activator] | -54% | 30* | 42* | -7% | -30% | 0%
COc1ccccc1N=c1oc2cc(O)ccc2cc1C(=O)NCC1CCCO1 (stereo unspecified) | ? | ? | 17* | 12 | 7% | -27% | 3%
C/C(N)=C(/C#N)C(=O)COC(=O)CC12CC3CC(CC(C3)C1)C2 | ? | nt | -4 | -4 | -11% | 18% | 6%
COc1ccc(C(=O)Nc2ccc(N3CCN(C)CC3)cc2)cc1OC | 100%[activator] | ? | 30* | 48* | 4% | 0% | -3%
Cc1ccc(-n2c(=O)[nH]cc(C(=O)N3CCc4ccccc43)c2=O)cc1C | 0% | 15% | -5 | -2 | 0% | ? | -4%
O=C(NCc1ccco1)C(=O)NCC1OCCN1S(=O)(=O)c1ccccc1 (stereo unspecified) | 17% | -21% | -5 | -16 | 1% | -8%[8.37 µM] | 3%
COc1ccc(-n2c(=O)/c(=C\c3cccs3)s/c2=C(/C#N)C(=O)N2CCN(C)CC2)cc1 | ? | 20% | 9 | -12 | 3% | 0% | 10%
CCOC(=O)c1c(NC(=S)NNS(=O)(=O)c2ccc(Br)cc2)sc2c1CCCCC2 | ? | ? | -2 | -18 | -12% | ? | -9%
COc1ccccc1N(CC(=O)NC1CCCCC1)C(=O)c1csnn1 | -18% | ? | 8 | -9 | -18% | ? | 1%
CCCc1ccc2oc(C(=O)NCCc3nc(C(=O)OCC)cs3)c(C)c2c1 | 135%[activator] | 15% | 32* | 50* | -4% | ? | 1%
CCCCOc1ccc(C(=O)O)cc1 | 9% | nt | -4 | -17 | 10% | -1% | 2%
COc1ccccc1N1CCN(C2CCCN(C(=O)c3cc(C4CC4)on3)C2)CC1 (stereo unspecified) | -4% | 21% | -3 | 4 | 5% | -16% | 2%
Cn1c2c(c(=O)n(C)c1=O)C(CC(=O)Nc1ccccc1F)C(=O)N2 (stereo unspecified) | 0% | 13% | -4 | -14 | 2% | 15% | 1%
CCn1c(=O)cc(SCC(=O)N2CCN(Cc3ccc4c(c3)OCO4)CC2)c2ccccc21 | 21% | ? | 5 | -4 | 27% | ? | -3%

From PubChem
